PHOSPHO1 block = PHOSPHO1 (human) inhibition; inhibition, % at 13.3 µM; AID 1565; actives 1.1% (n = 290,000); Q8TCT1; recombinant PHOSPHO1, absorbance phosphatase assay; in the data active = inhibition above about 60%
Target sequence (Q8TCT1 whole entry, looked up): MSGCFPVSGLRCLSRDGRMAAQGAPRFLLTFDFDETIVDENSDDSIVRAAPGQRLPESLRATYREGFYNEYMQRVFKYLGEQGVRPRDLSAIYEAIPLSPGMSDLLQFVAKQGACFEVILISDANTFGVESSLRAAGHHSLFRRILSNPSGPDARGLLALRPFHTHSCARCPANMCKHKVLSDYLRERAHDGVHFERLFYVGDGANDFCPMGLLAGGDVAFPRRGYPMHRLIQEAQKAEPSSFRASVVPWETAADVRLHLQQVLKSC
V1R ag counter = V1a receptor agonism, counter-screen for OXTR agonists | CHO-V1R cells, Fluo-8 calcium fluorescence, agonist mode; 0% DMSO, 100% 3 nM vasopressin | activation, % at 3 µM | actives 0.25% (n = 320,000);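 active = activation above the mean activation of all tested compounds plus 3 SD, per screening run, cut at about 20% in these data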;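 note: signal is peak over basal fluorescence ratio across a 100 second FLIPR read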
Target sequence (P37288 whole entry, looked up): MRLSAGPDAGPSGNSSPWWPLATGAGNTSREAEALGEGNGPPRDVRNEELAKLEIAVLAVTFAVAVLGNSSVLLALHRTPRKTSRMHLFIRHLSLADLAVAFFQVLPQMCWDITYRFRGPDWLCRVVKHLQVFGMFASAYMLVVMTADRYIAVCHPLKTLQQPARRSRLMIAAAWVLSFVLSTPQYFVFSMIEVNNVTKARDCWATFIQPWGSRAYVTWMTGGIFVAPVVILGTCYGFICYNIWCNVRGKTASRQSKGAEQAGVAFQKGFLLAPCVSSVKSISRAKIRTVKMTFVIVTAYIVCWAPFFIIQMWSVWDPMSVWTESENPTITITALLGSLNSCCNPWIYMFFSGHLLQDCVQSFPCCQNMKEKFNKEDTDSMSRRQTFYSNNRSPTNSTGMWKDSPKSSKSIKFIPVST
MEKK2mut PB1 HTS = signal of MEK5 binding to mutant human MEKK2 PB1 domain; AID 1530; bead flow cytometry, Alexa488-MEK5 binding to MEKK2 mutant; actives 0.35% (n = 290,000); percent response, % at 10 µM; in the data active = percent response above about 24%, passing the limit was not always enough; note: inactives centre near 1; some results filed as inactive read as strong as hits; reference of the scale not given here
GPR7 antag = blocks human GPR7 receptor signaling. P48145. GPR7-expressing cells, fluorescence antagonist assay. inhibition, % at 4.4 µM. actives 1.1% (n = 290,000); in the data active = inhibition above about 16%, passing the limit was not always enough;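 note: cells stimulated with the agonist NPW; 0% = agonist with vehicle and 100% = vehicle without agonist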
Target sequence (P48145 whole entry, looked up): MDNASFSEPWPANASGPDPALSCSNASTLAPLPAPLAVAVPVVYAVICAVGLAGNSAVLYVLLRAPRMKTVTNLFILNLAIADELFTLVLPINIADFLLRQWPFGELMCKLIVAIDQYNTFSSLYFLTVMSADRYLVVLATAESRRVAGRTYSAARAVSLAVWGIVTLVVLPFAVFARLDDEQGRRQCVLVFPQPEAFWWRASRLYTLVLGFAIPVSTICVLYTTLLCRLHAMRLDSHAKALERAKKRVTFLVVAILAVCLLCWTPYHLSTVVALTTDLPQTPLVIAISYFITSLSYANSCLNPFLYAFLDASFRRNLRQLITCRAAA
OXTR ag = activates the human oxytocin receptor. P30559. activation, % at 3 µM. CHO-OTR cells, Fluo-8 calcium fluorescence; normalized: DMSO 0%, oxytocin 100%. actives 0.32% (n = 320,000). AID 2435;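 active = activation above the mean of all tested compounds plus 3 SD, cutoff set per screening run, cut at about 20% in these data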;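 note: peak over basal fluorescence ratio from a 100 s FLIPR kinetic read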
MEKK2wt PB1 HTS = raises or lowers MEK5 binding to wildtype human MEKK2 PB1 domain; bead flow cytometry, Alexa488-MEK5 binding to MEKK2 WT; actives lie on both sides; Q9Y2U5; binding response (% of control), % at 10 µM; actives 1.1% (n = 290,000); in the data active = binding response below about 67% or above about 130%
GalR3 antagonist = antagonists of human GalR3. O60755. HEK293 GalR3-CNG cAMP membrane potential fluorescence; galR3 body fused to GalR1 C-terminus. inhibition, % at 3 µM. actives 0.44% (n = 360,000). AID 651719;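 active = inhibition above the screen-wide average plus 3 SD, cut at about 13% in these data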;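 note: forskolin and galanin both at EC90 stimulate the cells; cAMP rise reported by CNG channel membrane potential dye signal; 0% = forskolin plus galanin with DMSO and 100% = forskolin alone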
MEKK3 PB1 HTS = MEKK3-MEK5 PB1 interaction, increase or decrease; Q99759; AID 1529; actives 1.4% (n = 290,000); bead-based flow cytometry, Alexa488-MEK5 binding to MEKK3; actives lie on both sides; 0 = blocked by unlabeled MEK5, 100 = vehicle; binding response (% of control), % at 10 µM;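 active = binding response more than 3 SD above or below the average of its plate-row segment, actives on both sides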;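 note: Alexa488 bead fluorescence after subtracting the streptavidin-only scavenger bead signal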
NALP1 yeast inh = NALP1 inhibition; inhibition, % at 10 µM; actives 0.61% (n = 280,000); S. cerevisiae NALP1/ASC/caspase-1 growth, X-gal OD620, 72 h; in the data active = inhibition mostly above about 24%, no sharp cut-off; inactive = mostly below about 32%; note: some compounds called inactive have numbers as strong as hits
The depositor's hits bear a star; . = not tested or not shown.

SMILES	PHOSPHO1 block	V1R ag counter	MEKK2mut PB1 HTS	GPR7 antag	OXTR ag	MEKK2wt PB1 HTS	GalR3 antagonist	MEKK3 PB1 HTS	NALP1 yeast inh
CCc1c(C)nc(N)nc1N1N=C1SC	22	0.6	-2	-8	0.2	98	-4	99	12
C=CCn1c(=O)c(C=Nc2cccc([N+](=O)[O-])c2)c(O)n(CCCC)c1=O	8	1.6	8	-7	0.8	117	-3	115	-1
CCCNC(=O)N1[C@H]2CC[C@@H]1C(C(=O)OC)=C(c1cccc(OC)c1OC)C2	.	1.3	5	.	0.4	107	-4	107	.
COc1cccc(CN2CC=C(c3ccc(F)cc3)CC2)c1	25	-0.6	8	-9	-2.4	108	-9	104	15
COc1ccc(N2C(=O)/C(=C/c3cccs3)C(=O)NC2=S)cc1	-64	1.0	1	1	0.5	104	-7	109	.
CCN(CC)C(=O)c1ccc(NC(=O)c2ccc(-c3nn(C)c(=O)c4ccccc34)cc2)cc1	50	-0.4	5	-17	1.8	98	-4	96	9
COc1ccc(CNCCc2cccc(F)c2)c2ccccc12	34	.	16	17	.	151*	.	113	32
CCN1CCN(c2nc3c(c(=O)[nH]2)CCCC3)CC1	-4	0.9	-4	-10	0.6	98	-3	99	16
COc1cccc(CN2CCN(Cc3cccc(F)c3)CC2)c1	-3	-0.2	4	-9	0.1	109	-11	101	28
N=C1c2ccccc2CN1c1cccc([N+](=O)[O-])c1	4	-0.6	-1	-6	0.0	101	-1	102	7
CCN1CCN(C(=O)Cc2coc3ccc4ccccc4c23)CC1	0	0.5	6	-6	0.3	116	-3	106	12
O=C1Nc2cc(C(=O)N3CCC4(CC3)OCCO4)ccc2NC1CSCc1cccc(F)c1 (centres undefined)	-16	1.4	4	-7	-0.1	102	.	100	31
CCCCC(=O)C1C(=O)NC(=O)NC1=O	14	1.4	-2	-3	0.1	100	-2	103	-4
Fc1ccc(Cn2nnnc2CN2CCC(n3nnc4cc(C(F)(F)F)ccc43)CC2)cc1	5	4.7	-12	-6	1.8	95	11	93	.
COc1ccc(-n2c(O)c(C=NCc3ccc4c(c3)OCO4)c(=O)[nH]c2=O)cc1	18	-0.8	-4	-10	0.6	97	14*	98	.
O=C(CN1CCCC1=O)N1CCOCC1	11	0.3	-2	18	2.4	99	-5	97	5
CCC(=NCCC(c1ccccc1)c1ccccc1)c1c(O)[nH]c(=O)[nH]c1=O	4	-1.5	-1	-8	-1.3	95	26*	101	42
COCCCn1c(-c2ccc(OC)cc2)cc(C(=O)NC2CCCCCCC2)c1C	-23	0.3	0	-9	-2.4	109	0	101	35
COc1ccc(OC)c(N2C(=O)NC(=O)C3(Cc4cc(C)ccc4N(C)C3)C2=O)c1 (centres undefined)	3	0.7	-2	6	0.4	98	-4	100	12
Cn1ncc(Cl)c1C(=O)N1CCC2(CC1)OCCO2	48	0.5	3	-11	-0.7	103	0	101	6

Record cards, as listed above. Order of screens: PHOSPHO1 block, V1R ag counter, MEKK2mut PB1 HTS, GPR7 antag, OXTR ag, MEKK2wt PB1 HTS, GalR3 antagonist, MEKK3 PB1 HTS, NALP1 yeast inh
Shown for N=C1c2ccccc2CN1c1cccc([N+](=O)[O-])c1 = 4, -0.6, -1, -6, 0.0, 101, -1, 102, 7
Shown for C=CCn1c(=O)c(C=Nc2cccc([N+](=O)[O-])c2)c(O)n(CCCC)c1=O = 8, 1.6, 8, -7, 0.8, 117, -3, 115, -1

(next part)
SMILES	PHOSPHO1 block	V1R ag counter	MEKK2mut PB1 HTS	GPR7 antag	OXTR ag	MEKK2wt PB1 HTS	GalR3 antagonist	MEKK3 PB1 HTS	NALP1 yeast inh
CCOc1cc2c(cc1OCC)-n1cccc1C(c1ccc(C)cc1C)NC2 (centres undefined)	46	2.5	17	38*	0.3	125	-14	111	16
CN(CCc1ccccc1)Cc1c[nH]c2ccccc12	56	1.7	14	-7	0.9	115	-10	105	14
CCC(C)N1CCN(C(=O)Cc2ccccc2)CC1 (centres undefined)	-1	-0.6	-1	-12	-0.3	99	-5	100	-6
O=[N+]([O-])c1ccc(N2CCCC(C(F)(F)F)C2)c2ccncc12 (centres undefined)	19	5.0	8	-15	2.6	94	2	101	10
CC(C)C(C)(NC(=O)c1cccn(Cc2ccc3c(c2)OC(F)(F)O3)c1=O)C(N)=O (centres undefined)	15	1.1	0	-7	0.5	101	0	100	9
O=C(c1ccc2c(c1)ncn2-c1ccc(F)cc1F)N1CCC2(CC1)OCCO2	-10	7.6	-1	-7	-0.4	100	-4	103	5
CN1CCCC(C(=O)c2ccc(Cl)cc2)C1 (centres undefined)	24	0.6	-6	-8	0.2	93	-5	100	11
CCC(C)C1(CC)C(=O)NC(=O)N=C1N (centres undefined)	4	0.4	-1	4	0.0	100	-2	94	14
Cn1c(O)c(C=NCCN2CCN(C(=O)c3ccccc3)CC2)c(=O)n(C)c1=O	1	3.0	1	1	-0.5	101	0	97	17
O=c1[nH]c(=O)n(CCC2=CCCCC2)c(O)c1/C=N/Nc1ccccc1	-18	-0.6	-4	-7	-0.1	95	-4	98	11
CCc1nc2ccccc2c(=O)n1-c1ccccc1[N+](=O)[O-]	7	-0.6	11	-6	-1.0	106	3	102	15
CC(C)NCC(O)c1ccc(C2CCCC2)cc1 (centres undefined)	-5	1.2	-2	1	3.8	102	-2	95	34
CSc1ccc(C(c2c(O)c3ccccc3oc2=O)c2c(C)n(C)n(-c3ccccc3)c2=O)cc1 (centres undefined)	23	-1.3	-6	-20	0.9	92	-6	95	-3
Clc1cccc(Cl)c1CN1CCN(c2ccccc2)CC1	10	-1.3	2	-5	-1.0	100	-2	100	-12
CCOc1cccc(CNC2CN3CCC2CC3)c1 (centres undefined)	12	2.5	9	-12	0.3	108	-3	102	22
O=C(c1ccccc1F)N1CCC2(CC1)OCCO2	28	0.6	1	-1	-0.1	99	-9	98	4
Cc1cc(C)c(C(=O)N2CCC3(CC2)OCCO3)c(C)c1	14	0.6	-1	-5	-0.2	103	-10	101	5
COC(=O)C1=C(c2ccccc2)C[C@@H]2CC[C@H]1N2C(=O)N1CCC(C)CC1	.	-0.8	5	.	-2.3	108	-5	105	.
CCCCC(=O)N/N=C/c1c(O)n(CCC2=CCCCC2)c(=O)[nH]c1=O	33	-1.4	0	-1	-1.9	95	1	94	-7
CCOC(=O)c1c(C)n(Cc2ccc3c(c2)OCO3)c2ccc(O)cc12	6	0.0	-11	4	0.0	94	-4	101	-7
N#CC1(c2ccccc2)CCN(C2CC(=O)N(c3cccc(F)c3)C2=O)CC1 (centres undefined)	-11	3.0	4	2	3.3	99	3	99	-5
CN1CCN(Cc2cn3cccnc3n2)CC1	48	1.1	-10	-1	0.7	94	-3	99	-4
CCC(=O)c1cn(Cc2ccc(C#N)cc2)c2ccccc12	-20	1.0	2	27*	-0.2	101	0	100	-8
CC(=O)c1cn(Cc2ccccc2F)c2ccccc12	14	.	0	10	.	100	-11	106	23
O=C(c1ccc(Cl)cc1)C1CCCN(Cc2ccc3c(c2)OCCO3)C1 (centres undefined)	37	1.5	-9	0	1.3	108	-2	104	-4
Cc1ccc2c(c1)C1CN(C)CCC1N2C(=O)COc1ccc(S(=O)(=O)N2CCOCC2)cc1 (centres undefined)	25	0.0	3	-7	-0.5	104	-3	100	12
O=C(c1ccc2c(=O)n(Cc3ccc4c(c3)OCO4)c(=S)[nH]c2c1)N1CCC2(CC1)OCCO2	47	0.7	-2	-5	-0.2	94	.	98	10
O=C(N/N=C/c1c(O)n(-c2ccccc2)c(=O)[nH]c1=O)c1ccncc1	7	0.2	0	-9	-0.7	104	-9	103	23
Cc1ccc(CN(Cc2ccccc2)C(=S)NCC(=O)N2CCC3(CC2)OCCO3)o1	-13	1.3	0	-1	-1.5	114	0	121	10
CC12CN3CN(C1)CC(C)(C3)C2=NO	9	0.3	-2	-12	0.9	99	1	102	12
C=CCn1c(O)c(C(C)=Nc2ccc3c(c2)CCC3)c(=O)[nH]c1=O	25	1.2	2	0	-0.6	102	-3	102	-1
CNCCc1c(C)n[nH]c1C	-30	1.1	-1	-9	1.7	91	-3	93	-5
O=c1[nH]c(=O)n(C2CCCCC2)c(O)c1/C=N/N1CCCCC1c1cccnc1 (centres undefined)	-16	-0.6	0	-4	-0.2	102	6	102	7
CC1=NOC2(C)Nc3ncnn3C(c3ccccc3)C12 (centres undefined)	14	0.5	-1	0	-0.2	100	-5	102	36*
CCC(=O)O[C@@H]1[C@@H](OC(C)=O)[C@@]2(O)C(C[C@H](O)C2(C)C)[C@](C)(O)[C@H]2CC[C@@H]3[C@@H](O)[C@]12C[C@@]3(C)O (some centres undefined)	11	0.8	4	-2	-0.5	100	-5	106	22
Cc1ccc(C(C)C)c(OCC(=O)N2CCN(Cc3nc4cc([N+](=O)[O-])ccc4n3C)CC2)c1	-10	0.6	-2	-6	-2.0	103	-2	105	34
O=C1CCCN1c1ccc(S(=O)(=O)O)cc1 (tested in a mixture with another compound)	-12	-0.2	2	7	12	104	-4	103	13
COc1ccc(N/N=C/c2c(O)n(-c3ccc(C)c(C)c3)c(=O)[nH]c2=O)cc1	45	2.8	-2	5	1.8	92	2	93	27
CC1CCCCC1NC1CCN(C)CC1 (centres undefined)	9	1.7	4	-3	0.5	106	-8	100	9
O=C(c1cc2cc3ccc(Cl)cc3nc2o1)N1CCC2(CC1)OCCO2	37	0.4	4	-3	0.1	105	2	106	35

The final 2 records of the section above open the next one:
SMILES	PHOSPHO1 block	V1R ag counter	MEKK2mut PB1 HTS	GPR7 antag	OXTR ag	MEKK2wt PB1 HTS	GalR3 antagonist	MEKK3 PB1 HTS	NALP1 yeast inh
CC1CCCCC1NC1CCN(C)CC1 (centres undefined)	9	1.7	4	-3	0.5	106	-8	100	9
O=C(c1cc2cc3ccc(Cl)cc3nc2o1)N1CCC2(CC1)OCCO2	37	0.4	4	-3	0.1	105	2	106	35
Cc1sc(-n2c(C)cc(C=C3C(=O)NC(=O)NC3=O)c2C)c(C#N)c1C	-6	0.7	-4	4	-0.7	92	-4	89	27
O=C(c1ccccc1)C(CN1CCCC1)c1ccccc1 (centres undefined)	7	-1.3	-4	-1	-1.7	93	-3	83	94*
COc1ccc(Oc2cc(NC(=O)c3nn(C)cc3[N+](=O)[O-])cc([N+](=O)[O-])c2)cc1	-12	0.5	0	-5	1.6	103	-2	102	-12
O=C(c1c[nH]cc1-c1ccccc1)c1cccc2ccccc12	-21	2.6	3	0	-1.8	100	0	92	-2
Cc1nn(-c2ccccc2)c2c1C(c1ccc3c(c1)OCO3)SCC(=O)N2 (centres undefined)	5	-0.8	2	-9	-0.4	105	-3	108	27
CCN1CCN(C(=O)COc2ccc(S(=O)(=O)N3CCOCC3)cc2C)CC1	35	0.3	5	7	-0.2	106	-7	102	16
Cc1ccccc1NC1=NCC(C)S1 (centres undefined)	17	0.1	1	5	0.0	98	-5	100	13
Cc1ccccc1CN1CCN(c2ccc(Cl)cc2)CC1	-16	0.0	-4	12	-1.8	94	-3	91	41
Cc1ccc(-n2c(-c3ccc([N+](=O)[O-])cc3)nc3ccccc3c2=O)cc1	-4	-1.1	12	0	-2.5	109	-3	99	25
COc1ccc(-n2c(O)c(C(C)=NCc3ccco3)c(=O)[nH]c2=O)cc1	-17	0.0	-14	-6	-0.1	59	1	60	24
CCCC(=O)C1C(=O)NC(=O)NC1=O	2	1.6	-5	-6	0.1	94	-5	87	4
CSc1nc2ccccc2c(=O)n1-c1cccnc1	46	-0.4	-9	-3	-0.2	97	-4	92	.
COc1ccc(OC)c(CN2CCN(C(=O)Cc3ccccc3)CC2)c1	19	-0.5	1	-10	0.6	101	-10	105	16
CCCC(=O)N(C)C1=Nc2ccc(Cl)cc2C(c2ccccc2)=[N+]([O-])C1	35	-0.1	7	-12	-0.8	105	-3	107	7

Not all compounds are listed; count on the stated rates, not on these rows.
